LEDGF integ inh: blockers of LEDGF/p75-dependent integrase strand transfer – biochemical, TR-FRET, high throughput, primary screen | 370,000 compounds, 0.64% hits | HIV-1 integrase (with human LEDGF/p75) | AID 743269, 2014 | TR-FRET IN-LEDGF/p75 DNA integration, Eu/Cy5 | inhibition, % at 3.7 µM;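 active = inhibition above the screen-wide mean plus 3 SD, cut at about 13% in these data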;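 also: signal is the Cy5 over europium emission ratio at 671 and 618 nm; 0% = plate median of compound wells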
TCR CD3 inh: inhibitors of human TCR-CD3 interaction, primary screen, biochemical, fluorescence, TAMRA-labeled TCR probe | 360,000 compounds, 0.37% hits | T-cell receptor (TCR) | inhibition, % at 9.4 µM; in the data active = inhibition above about 19%;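 also: recombinant mutant TCR 2C K166C tagged with TAMRA read by polarization; 0% = receptor in buffer alone and 100% = receptor with positive control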
HTRA1 inh: HTRA1 serine protease inhibitors, primary screen, biochemical, fluorescence polarization, HTS; AID 504803, 2011; recombinant HTRA1, FP-rhodamine activity-based probe; inhibition, % at 5.96 µM; Q92743; 340,000 compounds, 0.5% hits; in the data active = inhibition above about 36%;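 also: 0% = enzyme with DMSO and 100% = wells lacking enzyme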
TDP2 absorb: human TDP2 enzyme inhibitors, primary screen, biochemical, epi absorbance, recombinant enzyme; Tyrosyl-DNA phosphodiesterase 2 (Homo sapiens), O95551; T5PNP hydrolysis, p-nitrophenol absorbance 415 nm; inhibition, % at 12.8 µM; 370,000 compounds, 0.34% hits; AID 720702, 2013;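 active = inhibition above the mean of all tested compounds plus 3 SD, set per campaign, cut at about 25% in these data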;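 also: 0% = DMSO with enzyme and 100% = buffer with substrate but no TDP2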
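test system = human TDP2 enzyme | input = TDP2 enzyme at 120 nM final | medium = 50 mM Tris-HCl pH 7.5 with Mg2+, KCl, DTT, BSA | also added = T5PNP substrate, 5 mM | times = 2 h at 37 °C | technique = epi absorbance | benchmarks = high control without enzyme, low control DMSO plus TDP2 | replication = each compound tested once, singlicate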
DDE Tn7 FP inh: inhibitors of Tn7 peptide binding to fibrin DD(E), primary screen, biochemical, fluorescence polarization, human fibrin, Tn7 probe | Fibrinogen beta chain (Homo sapiens), P02675 | FP displacement of FITC-Tn7 peptide from fibrin DD(E); 0% = median of compound wells per plate | inhibition, % at 8.3 µM | 370,000 compounds, 0.13% hits | AID 720508, 2013;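 active = inhibition above the mean of compounds falling within the control limits plus 3 SD of them, cut at about 14% in these data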;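 also: 0% = plate median of compound wells and 100% = 10 µM Aha-Tn7 peptide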
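Assay system: human fibrin DD(E) protein / Input: 2 µM fibrin DD(E) / Benchmarks: high control of 10 µM Aha-Tn7 peptide / Measured by: fluorescence polarization of the labelled Tn7 tracer / Medium: Tris buffer with calcium and detergent, pH 7.8 / Timing: 10 min compound pre-incubation, 3 h probe incubation at room temperature / Repeats: one replicate per compound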
PRMT1 FP inh: PRMT1 methyltransferase inhibitors, primary screen, biochemical, fluorescence polarization | Protein arginine N-methyltransferase 1 (Homo sapiens), Q99873 | recombinant PRMT1, activity-based probe fluorescence polarization | inhibition, % at 2.79 µM | 370,000 compounds, 1.3% hits | AID 652257, 2013;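 active = inhibition above about 21% made by adding two undisclosed values, limit read from the data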
UHRF1 binding: UHRF1 methylated DNA binding inhibitors, primary screen, counter-screen for MBD2 inhibitor project, biochemical, TR-FRET, human UHRF1, single concentration; UHRF1 binding to methylated oligo; E3 ubiquitin-protein ligase UHRF1 (Homo sapiens), Q96T88; inhibition, % at 4.4 µM; 370,000 compounds, 0.75% hits; in the data active = inhibition above about 21%;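 also: UHRF1 SRA domain binding a hemimethylated CpG hairpin DNA probe; 0% = median of test compound wells and 100% = reference inhibitor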
Target sequence (Q96T88 whole entry, looked up, the tested form may be a part): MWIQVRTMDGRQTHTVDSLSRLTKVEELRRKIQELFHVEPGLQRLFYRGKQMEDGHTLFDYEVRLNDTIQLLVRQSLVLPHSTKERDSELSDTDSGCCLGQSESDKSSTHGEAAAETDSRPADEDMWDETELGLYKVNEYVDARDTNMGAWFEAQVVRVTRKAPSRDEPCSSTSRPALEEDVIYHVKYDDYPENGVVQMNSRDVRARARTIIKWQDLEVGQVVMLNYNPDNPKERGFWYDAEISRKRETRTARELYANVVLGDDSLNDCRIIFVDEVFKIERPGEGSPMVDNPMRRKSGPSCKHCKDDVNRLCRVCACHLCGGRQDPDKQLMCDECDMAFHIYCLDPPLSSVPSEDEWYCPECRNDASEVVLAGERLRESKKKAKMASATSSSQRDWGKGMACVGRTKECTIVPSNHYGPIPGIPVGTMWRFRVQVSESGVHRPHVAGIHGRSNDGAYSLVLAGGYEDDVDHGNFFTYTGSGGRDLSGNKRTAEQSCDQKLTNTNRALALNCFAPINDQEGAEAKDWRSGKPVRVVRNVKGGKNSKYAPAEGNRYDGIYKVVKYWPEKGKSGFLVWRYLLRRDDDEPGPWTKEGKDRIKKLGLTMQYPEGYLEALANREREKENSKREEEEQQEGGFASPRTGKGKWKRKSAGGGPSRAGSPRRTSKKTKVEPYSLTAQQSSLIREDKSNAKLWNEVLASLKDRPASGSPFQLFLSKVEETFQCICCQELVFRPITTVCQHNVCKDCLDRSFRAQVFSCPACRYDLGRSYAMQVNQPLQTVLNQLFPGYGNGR
ABHD4 inh: ABHD4 inhibitors, primary screen, biochemical, fluorescence polarization, mouse. (Lyso)-N-acylphosphatidylethanolamine lipase (Mus musculus), Q8VD66. purified mABHD4, FP-Rh probe fluorescence polarization. inhibition, % at 8.92 µM. 370,000 compounds, 0.54% hits. AID 720543, 2013;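 active = inhibition exceeding the mean over every tested compound plus 3 SD, cut at about 30% in these data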;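 also: 0% = plate median of compound wells and 100% = S159A mutant with DMSO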
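Test system: mABHD4 protein; Read-out basis: % inhibition; Incubation: 45 min + 60 min at 25 °C; Repeats: single replicate; Technique: fluorescence polarization with parallel and perpendicular emission, 525/598 nm; Compound: 8.92 µM, single dose; Benchmarks: full inhibition S159A mutant plus DMSO, zero as sample-well median.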
PG9 Ab binder: binders of HIV-1 gp120 antibody PG9, primary screen, biochemical, TR-FRET | inhibition, % at 6.7 µM | 360,000 compounds, 0.43% hits | TR-FRET gp120-PG9 antibody binding; in the data active = inhibition above about 8.5%
SIAE inh: human SIAE inhibitors, primary screen, biochemical, fluorescence polarization, FP-Rh probe, 1536-well HTS. Sialate O-acetylesterase (Homo sapiens), Q9HAT2. SIAE FP-Rh probe binding. inhibition, % at 9.66 µM. 370,000 compounds, 0.69% hits;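 active = inhibition above a cutoff: mean of compounds within the control limits plus 3 SD of those, cut at about 17% in these data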;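 also: 0% = plate median of compound wells and 100% = probe without SIAE protein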
Starred values were filed as active, the others as inactive; x = not tested or not shown; & = joins results of further samples.

SMILES	LEDGF integ inh	TCR CD3 inh	HTRA1 inh	TDP2 absorb	DDE Tn7 FP inh	PRMT1 FP inh	UHRF1 binding	ABHD4 inh	PG9 Ab binder	SIAE inh
Cc1ccc(N(Cc2ccccc2)C(=O)c2cccc(S(=O)(=O)N3CCOCC3)c2)cc1	2	-3	-10	-26	2	-4	-1	-2	1.9	5
COc1cccc(-c2noc(C3CCCN(C(=O)CC(C)(C)C)C3)n2)c1 (centres undefined)	1	1	1	8	2	4	-2	0	0.3	-11
N#CC(=C(O)CN1CCN(c2ccccc2F)CC1)c1nc(-c2ccccc2)cs1	-2	-6	0	-1	5	2	-2	14	-0.2	5
CCCCc1nc2sc3c(c2c(=O)n1NC(=O)c1ccco1)CC(C)(C)OC3	-4	-4	5	-1	2	4	0	1	1.0	-3
CCc1ccc(NC(=O)c2ccc3c(c2)CCN3S(C)(=O)=O)cc1	-1	9	-6	6	3	-3	0	-4	-0.8	-1
COc1ccc(/C=C2\CC3(OC(=O)c4ccc(F)cc4)CCCN2C3)cc1 (centres undefined)	3	x	x	3	3	2	-1	5	x	0
Cc1nn(CC2CC2)c(=O)n1-c1ccccc1	-3	5	3	-1	5	4	6	-13	0.0	-6
Cc1csc(NC(=O)CSc2nc(=O)[nH]c3c2CCCC3)n1	-3	-7	-1	-1	6	3	16	-1	0.1	-4
COC(=O)c1c(C(=O)OC)c(-c2cccc(Cl)c2)n2c1CS(=O)C2 (centres undefined)	-1	-1	-2	5	-3	5	1	1	0.2	1
COc1ccc(NC(=O)CSCc2ccc(C#N)cc2)c(OC)c1	0	2	4	16	-2	-5	0	-1	-2.9	2
Cc1ccc(C)c(C(=O)CC2(O)C(=O)Nc3ccccc32)c1 (centres undefined)	1	2	5	-13	-1	-2	2	-6	-1.8	2
Fc1ccc(C(c2nnnn2Cc2ccco2)N2CCN(C3CCCCC3)CC2)cc1 (centres undefined)	2	2	9	4	-4	3	8	10	-1.5	-4
COc1ccc(-c2nc3cc(C)ccn3c2NC2CCCCC2)cc1SC1CCCCC1	-2&-3	1&-4	-5	-2&-8	1&9	2&5	2&4	17&28	2.9&0.7	4&8
O=C(Nc1ccc(OCC(F)(F)C(F)F)c(C(F)(F)F)c1)c1ccc(Cl)cc1	-1	1	-41	0	8	5	2	-58	-0.1	-144
CCCCc1c(-c2ccccc2OC)ncn1Cc1cc(F)cc(F)c1	-1	-8	x	7	4	0	0	-1	-1.0	-2
O=C(Nc1ccc(Cl)cc1)NC1CCS(=O)(=O)C1 (centres undefined)	0	-5	5	-12	-1	5	6	-13	-0.3	-2
CCN(CC(=O)Nc1ccc(NC(C)=O)cc1)C(=O)c1cccc2ccccc12	-2	0	-2	4	8	-2	-1	2	-0.4	18*
O=C(CSC1CC(=O)N(CCc2ccccc2)C1=O)Nc1ccc(Br)cc1 (centres undefined)	-2	2	-18	-11	2	20	3	-18	0.2	-12
COc1ccc(C(=O)Nc2cccc(/C(C)=N/NC(=O)c3ccc([N+](=O)[O-])cc3)c2)cc1OC	2	3	1	-7	-6	0	3	12	-1.6	-2
COc1ccccc1Cn1c(C)c(C(=O)NCCC#N)sc1=O	-4	-5	x	3	3	9	2	1	-0.6	-4
Nc1c(C(=O)Nc2ccccc2)c2nc3ccccc3nc2n1-c1ccc(O)cc1	-5	-9	-34	-10	11	5	0	-13	-0.1	-2
Cc1nn(C(=O)c2cccnc2)c(C)c1C	1	3	0	-4	-8	-1	1	1	0.2	-3
Nc1ncnc2c1ncn2[C@@H]1O[C@H](C(=O)NS(=O)(=O)c2cccs2)[C@@H](O)[C@H]1O	-3	4	x	-2	-10	-5	0	0	1.5	6
C/C(CC(=O)Nc1ccc(Cl)cc1Cl)=N\NC(=O)C(=O)NCCO	0	-6	-1	5	-3	1	-2	2	0.8	10
CCOC(=O)C1=C(C)Nc2ccccc2N=C1NC(=O)Cc1ccc(OC)cc1	-4	-3	1	-8	7	1	5	-5	1.0	4
CCc1cccc(CC)c1C(O)c1cccnc1 (centres undefined)	5	-4	3	-9	-10	-1	6	-3	1.4	-1
O=C(O)c1ccc2c(c1)OCCOCCOCCOCCOCCO2	1	0	11	6	-1	0	-2	3	-0.4	5
C=CCNc1oc(-c2ccc(Cl)cc2)nc1C#N	-3	-5	26	6	-3	-1	-4	4	0.1	6
Cc1c(Nc2cc(N3CCCC(C)C3)c3nonc3c2[N+](=O)[O-])c(=O)n(-c2ccccc2)n1C (centres undefined)	0	-5	-3	-3	6	1	3	-3	0.2	2
O=C(CC12CC3CC(C1)CC(CC(=O)N1CCCC1)(C3)C2)N1CCCC1	-2	-2	5	3	-10	2	6	7	-0.7	-7

Full records, looked up by structure. Order of values: LEDGF integ inh	TCR CD3 inh	HTRA1 inh	TDP2 absorb	DDE Tn7 FP inh	PRMT1 FP inh	UHRF1 binding	ABHD4 inh	PG9 Ab binder	SIAE inh
Results for O=C(CSC1CC(=O)N(CCc2ccccc2)C1=O)Nc1ccc(Br)cc1 (centres undefined) : -2	2	-18	-11	2	20	3	-18	0.2	-12
Results for CCN(CC(=O)Nc1ccc(NC(C)=O)cc1)C(=O)c1cccc2ccccc12 : -2	0	-2	4	8	-2	-1	2	-0.4	18*

The results go on:
SMILES	LEDGF integ inh	TCR CD3 inh	HTRA1 inh	TDP2 absorb	DDE Tn7 FP inh	PRMT1 FP inh	UHRF1 binding	ABHD4 inh	PG9 Ab binder	SIAE inh
Cc1cccc(N2CCN(S(=O)(=O)c3ccc4c(c3)NC(=O)CS4)CC2)c1C	1	9	-45	-12	-4	-3	0	-6	-2.6	-23
O=C(/C=C/c1ccc([N+](=O)[O-])cc1)OCc1cnc(-c2ccccc2)o1	-4	-6	6	0	3	5	2	-1	-1.5	-4
Cc1cc(C)c2c(n1)SCC(=O)N2CC(=O)NCCC1=CCCCC1	-1	2	-4	5	7	5	2	-5	-2.6	5
O=C(CCC1CCCC1)NNC(=O)c1ccccc1O	-10	16	2	5	3	-2	9	8	-0.5	7
CC(O)(CS(=O)(=O)Cc1ccccc1)c1ccccc1Cl (centres undefined)	5	5	1	-2	0	-5	-2	-1	-2.2	1
CN(Cc1ccccc1)C(=O)CCNC(=O)Cn1cnc2ccccc2c1=O	0	5	1	10	-8	-1	-2	8	-1.2	4
Cc1ccc(-c2noc(=O)n2CC(=O)Nc2ccc(S(=O)(=O)NC3CC3)cc2)cc1	-1	-1	-13	-3	3	2	0	-4	-1.0	-8
COc1ccc(NC(=S)NC(=O)C2CCC2)cc1	1	1	-8	1	7	1	1	-3	-2.9	-4
O=C(Oc1ccc2[nH]cc(CCN3C(=O)c4ccccc4C3=O)c2c1)c1ccco1	-3	1	-32	-7	6	-1	2	-17	1.1	-7
O=C(CSc1ccc(-c2ccco2)nn1)N1CCCC1	0	2	4	-2	1	11	-3	1	-0.4	-8
Cc1cccc(NC(=O)CSc2nnc(CCCCCNC(=O)OC(C)(C)C)o2)c1C	0	-15	7	-8	2	7	35*	0	0.4	0
CSCCC1NC(=O)N(CC(=O)Nc2ccc(N3CCCCC3)cc2)C1=O (centres undefined)	1	-5	9	-2	1	3	1	-3	0.1	4
O=C(CSc1nnc(CNC(=O)c2ccccc2F)o1)c1ccc(Cl)cc1	2	1	-4	1	7	-1	-3	-6	0.1	-1
CCn1c(COc2cccc(OC)c2)nnc1SCC(=O)N1CCOCC1	-3	-4	-7	5	3	0	2	-2	0.0	16
Cn1c(SCC(=O)c2cc3ccccc3o2)nnc1-c1ccccc1	-1	-5	-17	-3	-5	19	3	1	-0.3	-2
COC(=O)c1ccccc1NC=C1C(=O)OC2(CCCCC2)OC1=O	1	0	1	3	1	2	0	4	1.6	4
COc1ccc2nc(C)cc(SCC(=O)N/N=C/c3ccc(O)cc3O)c2c1	-4	-3	-4	15	11	17	-1	2	0.0	-6
CC(=O)N1c2ccc(S(=O)(=O)N3CCCC(C(=O)NCc4ccccc4Cl)C3)cc2CC1C (centres undefined)	0	9	-6	7	-5	1	0	0	-0.8	-2

Gathered by group, the compounds so far with an aryl thioether with sulfur outside any ring (eight)
SMILES	LEDGF integ inh	TCR CD3 inh	HTRA1 inh	TDP2 absorb	DDE Tn7 FP inh	PRMT1 FP inh	UHRF1 binding	ABHD4 inh	PG9 Ab binder	SIAE inh
Cc1csc(NC(=O)CSc2nc(=O)[nH]c3c2CCCC3)n1	-3	-7	-1	-1	6	3	16	-1	0.1	-4
COc1ccc(-c2nc3cc(C)ccn3c2NC2CCCCC2)cc1SC1CCCCC1	-2&-3	1&-4	-5	-2&-8	1&9	2&5	2&4	17&28	2.9&0.7	4&8
O=C(CSc1ccc(-c2ccco2)nn1)N1CCCC1	0	2	4	-2	1	11	-3	1	-0.4	-8
Cc1cccc(NC(=O)CSc2nnc(CCCCCNC(=O)OC(C)(C)C)o2)c1C	0	-15	7	-8	2	7	35*	0	0.4	0
O=C(CSc1nnc(CNC(=O)c2ccccc2F)o1)c1ccc(Cl)cc1	2	1	-4	1	7	-1	-3	-6	0.1	-1
CCn1c(COc2cccc(OC)c2)nnc1SCC(=O)N1CCOCC1	-3	-4	-7	5	3	0	2	-2	0.0	16
Cn1c(SCC(=O)c2cc3ccccc3o2)nnc1-c1ccccc1	-1	-5	-17	-3	-5	19	3	1	-0.3	-2
COc1ccc2nc(C)cc(SCC(=O)N/N=C/c3ccc(O)cc3O)c2c1	-4	-3	-4	15	11	17	-1	2	0.0	-6

Screening data: PubChem, The Scripps Research Institute Molecular Screening Center
